Source: PubChem BioAssay
aSyn tox rescue: qHTS of alpha-syn Inhibitors: NCGC Sytravon Library Screen | S. cerevisiae alpha-synuclein toxicity rescue, BacTiter-Glo growth, 24 h | Potency, µM (titrated, usually from 46.1 µM), inactives show at the highest dose growth rescue (activation), hits mostly activators | 0.02% of 94,000 active | AID 1347070, 2019; active = well fitted activation curve with a large enough effect; inconclusive = small, poorly fitted or top-dose-only effect; also: 0% is about no effect
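Growth restoration measured by BacTiter-Glo luminescence after 24 hr at 30 deg C; alpha-synuclein yeast, raffinose-pregrown to mid-log, were added at OD600=0.02 in galactose medium onto pinned compounds.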
* = called active by the depositor; ? = inconclusive; & = joins results of further samples; [ ] = dose if it differs, or a comment. Potency is read from the fitted curve at half-maximal effect. Only part of the results is shown; rates above refer to the full screens.

#	mol	aSyn tox rescue
1	CC(C)Oc1cccc(C(=O)C2CCCN(C(=O)c3ccsc3)C2)c1 (stereo not given)	4%
2	COc1ccccc1NC(=O)Nc1nc(CC(=O)N2CCN(c3ccccc3F)CC2)cs1	-7%
3	O=C(Cn1cnc2onc(-c3ccc(F)cc3)c2c1=O)N1CCN(c2ccccc2F)CC1	?
4	Cc1ccc(NC(=O)Cc2coc3c(C)c(C)ccc23)c(C)c1	-6%
5	COc1ccc(CN(C)CCCn2cnc3c(SC)ncnc32)cc1OC	4%
6	O=C(CCn1nc(-c2ccccc2)c2ccccc2c1=O)NN1CCOCC1	-5%
7	COc1cccc(NC(=O)c2ccc(-c3nc(COc4ccc(C)cc4)c(C)o3)cc2)c1	-11%
8	COc1ccc(Cl)cc1NC(=O)CN(C)C(=O)C1CC(=O)N(Cc2ccc(C)cc2)C1 (stereo not given)	5%
9	O=C(Cc1ccc(F)cc1)NCCc1csc2nc(-c3ccc(Cl)cc3)nn12	18%
10	Cc1ccc(S(=O)(=O)N2C[C@H]3[C@H]4C(=O)N(c5ccccc5)C(=O)[C@H]4C[C@H](OC(=O)NCc4ccccc4F)[C@@]3(O)C2)cc1	1%
11	Cc1ccc(NC(=O)CSCc2cc(=O)c3ccccc3[nH]2)c(C)c1	-12%
12	CCCCc1ccc(NC(=O)c2ccc3c(c2)CCN3S(=O)(=O)CC)cc1	-5%
13	CC1Cc2nc(SCC(=O)c3ccccc3)n(Cc3ccccc3)c(=O)c2S1 (stereo not given)	3%
14	CCOc1ncccc1C(=O)Nc1ccccc1F	-7%
15	CCCCN(C(=O)Cc1ccc2c(c1)OCCO2)c1c(N)n(CC(C)C)c(=O)[nH]c1=O	8%
16	CCc1cc(-c2nc(N)ncc2-c2ccc(Br)cc2)c(O)cc1OC	0%
17	COc1ccc(NC(=O)c2cc(=O)c3cc(C)cc(C)c3o2)cc1	8%
18	CCN(CC)S(=O)(=O)c1cccc(C(=O)Nc2nnc(C)s2)c1	3%
19	CC(C)CC(=O)NNC(=O)C(C)C	-7%
20	Cc1[nH]c2ccccc2c1/C=C/c1nc2ccccc2c(=O)[nH]1	12%
21	Cc1ncc2c(n1)-c1cc(F)ccc1SC2	9%
22	CCN1CCN(c2ccc(S(=O)(=O)N3CCCCC3)cc2NC(=O)c2cccc(Cl)c2)CC1	2%
23	C[C@H](CO)N1C[C@H](C)[C@H](CN(C)S(=O)(=O)c2cn(C)cn2)OCc2cnnn2CCCC1=O	-12%
24	COc1ccc(CCNc2nc(SCc3ccc(Cl)cc3)nc3ccccc23)cc1OC	-9%
25	CCCCn1nnc(N(C(=O)c2cccs2)C(=O)c2cccs2)n1	-28%

From entry 10 as far as 11, as listed above:
#	mol	aSyn tox rescue
10	Cc1ccc(S(=O)(=O)N2C[C@H]3[C@H]4C(=O)N(c5ccccc5)C(=O)[C@H]4C[C@H](OC(=O)NCc4ccccc4F)[C@@]3(O)C2)cc1	1%
11	Cc1ccc(NC(=O)CSCc2cc(=O)c3ccccc3[nH]2)c(C)c1	-12%

Some values from the results shown:
no. 25 @ aSyn tox rescue: -28%
no. 6 @ aSyn tox rescue: -5%

The listing picks up, starting 4 compounds before the break.
#	mol	aSyn tox rescue
22	CCN1CCN(c2ccc(S(=O)(=O)N3CCCCC3)cc2NC(=O)c2cccc(Cl)c2)CC1	2%
23	C[C@H](CO)N1C[C@H](C)[C@H](CN(C)S(=O)(=O)c2cn(C)cn2)OCc2cnnn2CCCC1=O	-12%
24	COc1ccc(CCNc2nc(SCc3ccc(Cl)cc3)nc3ccccc23)cc1OC	-9%
25	CCCCn1nnc(N(C(=O)c2cccs2)C(=O)c2cccs2)n1	-28%
26	NC(=O)c1ccsc1NC(=O)COC(=O)CCOc1ccccc1	7%
27	CC(C)N1CC(C(=O)Nc2ccc(S(=O)(=O)N3CCCCC3)cc2)CC1=O (stereo not given)	-1%
28	CC(CNC(=O)c1ccc2nc(Cc3ccccc3)oc2c1)c1ccccc1 (stereo not given)	-11%
29	O=C(CN1C(=O)NC2(CCCC2)C1=O)Nc1cccc(Cl)c1	1%
30	CCCCn1cc(S(=O)(=O)c2ccc(C)cc2)c(=O)c2cc(F)c(N3CCCCC3)cc21	7%
31	CN(C(=O)c1ccc2c(=O)n3c(nc2c1)CCCCC3)c1ccccc1Cl	6%
32	CCCCn1c(N)c(N(CCOC)C(=O)C2CCN(C(=O)c3ccccc3C)CC2)c(=O)[nH]c1=O	5%
33	CC(C)(C)C(=O)O/N=C(\N)Cc1ccc(-c2csnn2)cc1	0%
34	COc1ccc(-n2nc(C(=O)NCC(=O)NCCCN3CCOCC3)c3ccccc3c2=O)cc1OC	-16%
35	CN(C)CCNc1ccc(-c2n[nH]c(=O)c3ccccc23)cc1[N+](=O)[O-]	-8%
36	COc1ccc(Cl)cc1NC(=O)CCn1nc(C)cc1C	4%
37	C[C@@H]1CCCCO[C@@H](CN(C)CC2CCCCC2)[C@@H](C)CN([C@H](C)CO)C(=O)c2cc(NS(=O)(=O)c3ccc(Cl)cc3)ccc2O1	4%
38	CCc1nnc(/N=C/c2c(O)n(-c3ccc(Cl)cn3)c(=O)c3ccccc23)s1	7%
39	COc1ccc(N2CCN(C(=O)Cn3nnc(-c4ccc(N(C)C)cc4)n3)CC2)cc1	-5%
40	CC(=O)Nc1ccc(C(=O)N/C(=C/c2ccccc2)C(=O)N2CCCCC2)cc1	12%
41	O=C(Nc1nnc(CC2=CCCCC2)s1)Nc1ccccc1F	14%
42	CC(=O)c1[nH]c(C)c(C(=O)NCCc2ccc(C)cc2)c1C	-2%
43	CCc1cccc(NC(=O)CCS(=O)(=O)c2ccc3nc(C)sc3c2)c1	-1%
44	Cc1ccc(-c2onc(C)c2C)cc1S(=O)(=O)N1CCc2ccccc21	-19%
45	Cc1ccc(CCNC(=O)CCn2nc(-c3ccc(Cl)cc3)ccc2=O)cc1	-7%
46	CCNC(=O)C1CCN(c2nnc(C)c3c(C)n(-c4ccc(OC)cc4)nc23)CC1	0%
47	Cc1nc(-c2ccc(S(=O)(=O)N3CCN(c4cc(Cl)ccc4C)CC3)cc2)co1	-1%
48	CC(OC(=O)Cn1[nH]c(=O)c2ccccc2c1=O)C(=O)Nc1ccc(F)cc1Cl (stereo not given)	-2%
49	COc1ccc(N2CCN(C(=O)C3CCCN(S(=O)(=O)c4c(C)noc4C)C3)CC2)cc1 (stereo not given)	5%
50	O=C1NC(NS(=O)(=O)c2ccccc2)(C(F)(F)F)C(=O)N1CCc1ccccc1 (stereo not given)	8%&-9%

Down the list, as entered above:
Compounds 33 to 38 in aSyn tox rescue, in turn: 0%, -16%, -8%, 4%, 4%, 7%

(further entries)
#	mol	aSyn tox rescue
51	COc1ccc(Nc2ncnc3c2cnn3-c2ccc(C)cc2C)cc1	-19%
52	Cc1cc(C)c(NC(=O)CSC2=Nc3ccccc3C3=NC(CC(=O)NCc4cccs4)C(=O)N23)c(C)c1 (stereo not given)	1%
53	COc1ccc(CCN2CC(C(=O)OCC(=O)Nc3c(C)nn(-c4ccccc4)c3C)CC2=O)cc1OC (stereo not given)	7%
54	O[C@@H]1CN(Cc2cccs2)[C@@H](c2ccccc2)C[C@H]1n1cc(C2CC2)nn1	4%
55	Cc1ccc(CNC(=O)Cn2c(=O)n(-c3ccc(C)cc3)c(=O)c3c2c2cc(C)ccc2n3C)cc1	-11%
56	O=C(CN1CCOCC1)N/N=C/c1ccc(-c2ccc(C(=O)O)cc2)o1	4%
57	O=Cc1ccc(C(=O)OCC(=O)NCCC2=CCCCC2)cc1	3%
58	Cn1c(SCC(=O)NNC(=O)Nc2ccccc2)nnc1-c1ccccc1	8%
59	Cc1oc2c(cc(NS(=O)(=O)c3ccc(C(C)C)cc3)c3ccccc32)c1C(=O)O	0%
60	O=S(=O)(c1cccs1)N1CCN(c2ccc(O)cc2)CC1	2%
61	O=C(CNC(=O)c1ccc(Cl)cc1)N/N=C/c1cccnc1	0%
62	Oc1c(C(c2ccccc2)N2CCCCC2)ccc2ccccc12 (stereo not given)	11%
63	Cn1cnc2c(=O)oc3ccc(S(=O)(=O)N4CCN(c5cccc(C(F)(F)F)c5)CC4)cc3c21	-7%
64	CCOc1ccc(NC(=O)C2CCCN2C(=O)OCc2ccccc2)cc1 (stereo not given)	3%
65	CCOC(=O)CSc1nnc(-c2ccc(OC)cc2)o1	10%
66	CC(=O)OCc1cc(-c2nn(C)c(=O)c3ccccc23)ccc1C	-13%
67	COc1cc(NC(=O)c2c(C)nn(-c3ccc(F)cc3)c2-n2cccc2)cc(OC)c1	-7%
68	CC(=O)c1ccc(NC(=O)c2nn(C)c3c2COc2ccccc2-3)cc1	-3%
69	Cc1cc(C(=O)NCc2ccccc2Cl)c2c(C)nn(-c3ccccc3)c2n1	-7%
70	Cc1ccccc1NC(=O)c1oc2c(c1C)-c1nn(Cc3cccc(Cl)c3)cc1CC2	1%
71	COc1cccc(-n2cc(C(=O)OCc3ccc(Cl)cc3)c3ccccc3c2=O)c1	7%
72	CN(Cc1cccc(F)c1)C(=O)c1cc(=O)[nH]c2ccccc12	-8%
73	CCC12CN3CC(C)(CN(C1)C3c1ccc(O)cc1O)C2=O (stereo not given)	2%
74	COc1ccc(-c2nn(-c3ccccc3)cc2C(=O)NC2CCCCC2C)cc1 (stereo not given)	-4%
75	COc1ccc(OC)c(NC(=O)c2ccc(NC3=NC4CS(=O)(=O)CC4S3)cc2)c1 (stereo not given)	-6%
76	COCCN(C(=O)CSc1nc(N)cc(=O)[nH]1)c1c(N)n(Cc2ccccc2)c(=O)[nH]c1=O	-2%
77	O=C(CC12CC3CC(CC(C3)C1)C2)Nc1c(F)cccc1F	12%
78	Cc1cc(C)c2sc(N(Cc3cccnc3)C(=O)CCOc3ccccc3)nc2c1	21%
79	CCOc1cc2c(cc1OCC)C(CC(=O)OC)N(C(=O)Nc1cc(OC)ccc1OC)CC2 (stereo not given)	3%
80	CCN(CC)CCCNC(=O)Cn1cnc2ccc(S(=O)(=O)N3CCC(C)CC3)cc2c1=O	-6%
81	CCc1cnc2c(c1SCC(=O)NCc1ccc(C)cc1)c(=O)n(C)c(=O)n2C	8%
82	CC(C)Cc1cc(C(=O)Nc2cc(Cl)ccc2Cl)no1	-3%
83	CCOC(=O)c1ccccc1NC(=O)Cn1cc(C(=O)c2cccc(OC)c2)c(=O)c2ccc(C)nc21	4%
84	COc1cc(C(=O)Nc2nc3ccccc3[nH]2)ccc1OC(F)F	-14%
85	Cc1cc(OCC(=O)OC(C)C(=O)NC2CC2)c(C(C)C)cc1Cl (stereo not given)	16%
86	CC(=O)Nc1c(C)nn(-c2ccccc2)c1N1CCC(C(=O)NCc2ccc(F)cc2)CC1	1%
87	Cc1cc(C)c(S(=O)(=O)NC(CC(=O)O)c2cccc([N+](=O)[O-])c2)c(C)c1 (stereo not given)	-4%
88	COc1cccc(CNC(=O)Cn2nc(C)c3sc4ccccc4c3c2=O)c1OC	-9%
89	CC(O)(C#CCN1CCCCCC1)c1ccccc1 (stereo not given)	2%
90	CN(C)S(=O)(=O)N1CCC(n2cnc3cccnc32)CC1	2%
91	COc1ccccc1NC(=O)C(C)OC(=O)CCCc1c[nH]c2ccccc12 (stereo not given)	19%
92	Cc1ccc(C(C(=O)NC2CCCCC2)N(C(=O)c2csnn2)C2CC2)cc1 (stereo not given)	-11%
93	COc1ccccc1-c1nnc(SCC(=O)NC2CCCCC2)n1C	-5%
94	COc1ccc(C)cc1NC(=O)C(NC(=O)c1cc(OC)c(OC)c(OC)c1)C(C)C (stereo not given)	9%
95	Cc1ccc(S(=O)(=O)Nc2cccc(-c3ccc(N4CCCCC4)nn3)c2)s1	9%
96	Cc1nnsc1C(=O)Nc1cccc(Cl)c1C	10%
97	COc1cccc(CNC(=O)c2ccc(CN3CC(=O)N4CCCCC4C3=O)cc2)c1 (stereo not given)	-8%
98	COc1cccc(S(=O)(=O)N(C)C[C@H]2OCc3cnnn3CCCC(=O)N([C@H](C)CO)C[C@@H]2C)c1	6%
99	O=C(CCC1N=C2c3ccccc3N=C(SCc3ccc(Cl)cc3)N2C1=O)NC1CCCCC1 (stereo not given)	10%
100	Cc1noc(/C=C/c2ccco2)c1S(=O)(=O)N1CCC(C(=O)Nc2ccc(F)c(Cl)c2)CC1	1%

(listing goes on)
#	mol	aSyn tox rescue
101	CCN(Cc1ccccc1)S(=O)(=O)c1cc(Br)cc2c1N(C(=O)C1CC1)CC2	-57%[inhibitor]
102	COc1ccc(Nc2ncc(C(=O)Nc3cc(Cl)c(OC)cc3OC)c3ccccc23)cc1	11%
103	CN1CCC(=NNC(=O)CSc2ccc(Cl)cc2)CC1	-10%
104	C=CCn1c(C)c(C(C)=O)c(N2CCN(C(c3ccccc3)c3ccccc3)CC2)nc1=S	14%
105	O=[N+]([O-])c1cc2ncccc2c2ncccc12	25%
106	C=CCNC(=S)NNC(=O)CSc1nc2ccccc2s1	2%
107	CS(=O)(=O)c1ccc(NS(=O)(=O)c2ccc3ccccc3c2)cc1	-9%
108	O=C(NCCS(=O)(=O)NCc1cccs1)c1ccccc1	-2%
109	Cc1cccc(C(=O)NCC(c2ccco2)S(=O)(=O)c2cccs2)c1 (stereo not given)	-6%
110	CCC(=O)N1CCc2cc(CNC(=O)Nc3cc(Cl)ccc3C(=O)OC)ccc21	5%
111	Cc1c(Cl)cccc1NC(=O)c1cccc(NC(=O)N2CCSc3ncccc32)c1	2%
112	CCc1ccccc1NC(=O)c1cc(S(=O)(=O)NC2CCCC2)ccc1F	8%
113	Cn1c(=O)oc2cc(S(=O)(=O)N3CCC(C(=O)N4CCN(c5ccc(Cl)cc5)CC4)CC3)ccc21	-1%
114	O=C(CSc1nnc(NC(=O)c2ccc(F)cc2F)s1)NC1CCCC1	10%
